# Bioassay records (PubChem)
# Mtb BioA inh = BioA (M. tuberculosis) enzyme inhibition; purified M. tuberculosis BioA enzyme, plate reader; inhibition, % at 9.99 µM; AID 602481; 360,000 tested, 0.096% active; in the data active = inhibition above about 40%; inconclusive = no clear call, values can overlap the other calls
# BoNT F protease = inhibitors of Botulinum neurotoxin F light chain protease; Multiplex microsphere protease cleavage assay, flow cytometry; inhibition, % at 10 µM; 360,000 tested, 0.22% active; AID 588497; in the data active = inhibition above about 35%, passing the limit was not always enough; inconclusive = no clear call, values can overlap the other calls; note: plate controls were buffer without enzyme for full effect and enzyme alone for no effect
# GDH-TPI counter = counter-screen for M. tuberculosis FBA inhibitors: GDH-TPI coupled enzymes; GDH-TPI coupled enzyme counterscreen, NADH absorbance; AID 588335; 360,000 tested, 1.2% active; inhibition, % at 4.8 µM;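 note: 0% = DMSO wells and 100% = wells lacking the enzyme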
# FBA Mtb inh = Mtb fructose-bisphosphate aldolase inhibition. P9WQA3. purified M. tuberculosis FBA, fluorescence read-out. inhibition, % at 1 µM. 360,000 tested, 2.3% active. AID 588726; in the data active = inhibition above about 27%;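 note: 0% = vehicle and 100% = reference inhibitor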
# Target sequence (P9WQA3 whole entry, looked up): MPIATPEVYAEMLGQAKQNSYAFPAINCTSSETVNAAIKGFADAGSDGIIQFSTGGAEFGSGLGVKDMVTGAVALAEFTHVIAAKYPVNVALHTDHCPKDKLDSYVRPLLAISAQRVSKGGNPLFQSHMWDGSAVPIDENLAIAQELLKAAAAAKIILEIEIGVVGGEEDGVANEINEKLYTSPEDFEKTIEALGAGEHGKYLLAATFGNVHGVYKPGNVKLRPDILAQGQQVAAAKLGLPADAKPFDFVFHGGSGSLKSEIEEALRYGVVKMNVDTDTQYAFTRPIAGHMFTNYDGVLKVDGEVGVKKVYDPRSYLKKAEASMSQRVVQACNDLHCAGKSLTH
# CCHF vOTU inh = blocks the CCHF virus ovarian tumor domain protease; CCHFV vOTU protease, Pep-AMC fluorescence; inhibition, % at 11.5 µM; 370,000 tested, 0.55% active; AID 651958; note: 0% = vehicle wells with enzyme and 100% = no enzyme wells
# FadD28 binding = M. tuberculosis FadD28 bisubstrate binding inhibition; AID 588549; 360,000 tested, 0.22% active; FadD28 bisubstrate probe binding, fluorescence polarization; inhibition, % at 12.5 µM; in the data active = inhibition above about 8.5%, passing the limit was not always enough; inconclusive = no clear call, values can overlap the other calls
# UGM FP inh = blocks M. tuberculosis UGM enzyme; inhibition, % at 10 µM; AID 504406; P9WIQ1; 320,000 tested, 0.06% active; purified UGM, fluorescence polarization probe displacement; in the data active = inhibition above about 10%, passing the limit was not always enough; inconclusive = no clear call, values can overlap the other calls
# Target sequence (P9WIQ1 whole entry, looked up): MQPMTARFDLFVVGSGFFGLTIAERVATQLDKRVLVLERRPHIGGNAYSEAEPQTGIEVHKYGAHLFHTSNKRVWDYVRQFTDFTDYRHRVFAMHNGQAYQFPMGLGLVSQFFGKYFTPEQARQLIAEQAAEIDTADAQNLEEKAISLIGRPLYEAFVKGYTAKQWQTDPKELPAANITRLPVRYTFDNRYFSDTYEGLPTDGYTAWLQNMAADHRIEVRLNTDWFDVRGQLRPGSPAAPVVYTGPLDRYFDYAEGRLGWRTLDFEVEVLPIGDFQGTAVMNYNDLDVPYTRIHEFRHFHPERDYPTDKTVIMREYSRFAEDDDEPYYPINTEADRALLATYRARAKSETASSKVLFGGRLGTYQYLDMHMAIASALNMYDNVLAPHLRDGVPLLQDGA
# PrPC TRFRET = cell surface PrPC inhibition, primary TR-FRET screen. P04156. TR-FRET read-out. inhibition, % at 13.8 µM. 370,000 tested, 0.43% active; in the data active = inhibition above about 24%; note: 0% = median of the test wells and 100% = reference compound wells
# BoNT A protease = inhibitors of Botulinum neurotoxin A light chain protease; multiplex microsphere protease substrate cleavage, flow cytometry; inhibition, % at 10 µM; 360,000 tested, 0.17% active; AID 588499; in the data active = inhibition above about 30%; inconclusive = no clear call, values can overlap the other calls; note: plate controls were buffer without enzyme for full effect and enzyme alone for no effect
# The depositor's hits bear a star; ? = inconclusive; . = not tested or not shown. Cut-off read from the data, not from the text of the source, unless noted: active = inhibition above about 30%; inactive = the rest.
SMILES,Mtb BioA inh,BoNT F protease,GDH-TPI counter,FBA Mtb inh,CCHF vOTU inh,FadD28 binding,UGM FP inh,PrPC TRFRET,BoNT A protease
CC1c2[nH]c3ccccc3c2CCN1C(=O)Nc1ccccc1 (configuration not stated),2.8,-0.1,8.3,-0.3,-3.1,-1.4,-0.1,7.8,0.1
O=C1CN(C(=O)CSc2nnnn2-c2ccc(Cl)cc2)c2ccccc2N1,-1.5,2.9,3.5,-0.5,-13.4,-0.9,3.1,6.9,?
COC(C[C@H]1O[C@H]1[C@H](O)COCc1ccccc1)OC,-7.0,-9.4,-3.6,-0.9,-8.1,-0.4,.,-0.8,-0.8
COc1cc(C(=O)N(C)CC2CCN(CCc3cccc(C(F)(F)F)c3)CC2)ccc1C,2.8,?,5.9,4.0,10.9,-3.6,-1.7,-1.2,-1.0
CCN(Cc1ccncc1)C(=O)c1cccs1,.,-1.5,0.0,3.6,1.4,0.9,0.1,5.4,-1.3
COc1ccc(-n2c(C)cc(/C=C3\C(=N)N4N=C(CC(=O)N5CCOCC5)SC4=NC3=O)c2C)cc1,2.4,4.5,45.7*,-2.0,10.8,-0.3,2.0,-9.1,0.4
C/C(=C\c1ccccc1)CN1CCN(C(C)C)C(CCO)C1 (configuration not stated),0.6,-3.5,-3.5,0.9,-12.2,-0.7,1.8,-0.8,-2.3
CCOC(=O)CNC(=O)CNC(=O)c1ccc(OC)cc1,-2.3,3.8,0.3,0.2,-0.1,-0.8,2.2,1.0,-0.2
CCOc1cc(C(=O)N(Cc2ccccc2)c2ccc(C)cc2)ccc1OCC(=O)N1CCOCC1,0.8,-0.9,4.6,0.8,-5.4,-1.3,.,4.8,-0.4
CSCC[C@H](NS(=O)(=O)c1ccc(C)cc1)C(=O)N1CCC(C(=O)N[C@@H](Cc2ccccc2)C(=O)O)CC1,0.4,-6.4,-5.9,-0.2,-1.3,-1.5,2.0,5.8,-0.6
CC(=O)Nc1cccc(C(=O)OCC(=O)c2ccc3c(c2)OCO3)c1,5.5,8.6,10.4,3.4,15.2,-1.3,1.9,4.7,5.2
COc1cccc(OCCNC(=O)c2cccc(OC)c2)c1,-1.2,-5.4,-6.4,-1.6,-5.1,-1.9,-1.5,-0.9,0.4

# Sorted by molecular weight (largest number first): some entries from above
SMILES,Mtb BioA inh,BoNT F protease,GDH-TPI counter,FBA Mtb inh,CCHF vOTU inh,FadD28 binding,UGM FP inh,PrPC TRFRET,BoNT A protease
CSCC[C@H](NS(=O)(=O)c1ccc(C)cc1)C(=O)N1CCC(C(=O)N[C@@H](Cc2ccccc2)C(=O)O)CC1,0.4,-6.4,-5.9,-0.2,-1.3,-1.5,2.0,5.8,-0.6
COc1ccc(-n2c(C)cc(/C=C3\C(=N)N4N=C(CC(=O)N5CCOCC5)SC4=NC3=O)c2C)cc1,2.4,4.5,45.7*,-2.0,10.8,-0.3,2.0,-9.1,0.4
CCOc1cc(C(=O)N(Cc2ccccc2)c2ccc(C)cc2)ccc1OCC(=O)N1CCOCC1,0.8,-0.9,4.6,0.8,-5.4,-1.3,.,4.8,-0.4
COc1cc(C(=O)N(C)CC2CCN(CCc3cccc(C(F)(F)F)c3)CC2)ccc1C,2.8,?,5.9,4.0,10.9,-3.6,-1.7,-1.2,-1.0
CC(=O)Nc1cccc(C(=O)OCC(=O)c2ccc3c(c2)OCO3)c1,5.5,8.6,10.4,3.4,15.2,-1.3,1.9,4.7,5.2
C/C(=C\c1ccccc1)CN1CCN(C(C)C)C(CCO)C1 (configuration not stated),0.6,-3.5,-3.5,0.9,-12.2,-0.7,1.8,-0.8,-2.3
COc1cccc(OCCNC(=O)c2cccc(OC)c2)c1,-1.2,-5.4,-6.4,-1.6,-5.1,-1.9,-1.5,-0.9,0.4
CCOC(=O)CNC(=O)CNC(=O)c1ccc(OC)cc1,-2.3,3.8,0.3,0.2,-0.1,-0.8,2.2,1.0,-0.2
COC(C[C@H]1O[C@H]1[C@H](O)COCc1ccccc1)OC,-7.0,-9.4,-3.6,-0.9,-8.1,-0.4,.,-0.8,-0.8
CCN(Cc1ccncc1)C(=O)c1cccs1,.,-1.5,0.0,3.6,1.4,0.9,0.1,5.4,-1.3

# Next section:
SMILES,Mtb BioA inh,BoNT F protease,GDH-TPI counter,FBA Mtb inh,CCHF vOTU inh,FadD28 binding,UGM FP inh,PrPC TRFRET,BoNT A protease
O=c1c2cc(N3CCOCC3)ccc2[nH]c(=S)n1CCCN1CCCCC1,-2.6,7.9,30.6*,3.9,-9.8,-0.2,-0.8,-5.5,0.5
CCN(CC)C(=O)c1cc2c(=O)c3cc(Cl)ccc3oc2nc1C,0.6,6.9,5.1,2.9,0.4,-1.7,-1.2,-5.7,0.5
O=C(CSc1ccc2nnc(-c3ccccn3)n2n1)NCc1ccco1,0.4,-17.8,5.2,2.2,10.2,-0.8,4.5,-12.2,-1.6
NC(=O)CC(NC(=O)c1ccc(Br)cc1)c1ccc(N2CCN(c3ccc(F)cc3)CC2)c([N+](=O)[O-])c1 (configuration not stated),-2.4,-3.0,14.7,3.3,1.3,-0.3,1.1,-4.9,-0.2
O=c1[nH]c(=S)[nH]c2c1C(c1ccc(F)cc1)OC(CCc1ccccc1)C2 (configuration not stated),.,5.2,.,.,-0.2,.,.,4.9,0.0
O=C(CCNC(=O)c1ccc(Br)cc1)NNC(=O)c1ccccc1O,.,3.1,6.7,6.8,-4.6,-2.4,4.3,0.2,2.2
COc1cc2c(C(=O)NC3CCCCCC3)cn(C)c(=O)c2cc1OC,-0.7,19.6,3.6,-1.2,9.2,-5.3,2.6,-0.8,0.7
CCN(CC(=O)Nc1cc(Cl)ccc1C)C(=O)COc1cccc2c1OC(C)(C)C2,-1.0,-3.6,-4.1,-0.2,20.1,-2.3,2.5,-2.5,-0.1
CC(c1ccccc1)C1CC(=O)N(c2ccc([N+](=O)[O-])cc2)C1=O (configuration not stated),2.8,?,7.0,2.4,-14.2,-2.3,0.2,-11.4,0.3
c1ccc(OCC2CO2)cc1 (configuration not stated),-0.9,2.9,-5.6,0.2,-5.0,-2.6,0.3,0.4,-0.3
Cc1ccn2c(C(=O)CSc3ccc(Cl)cc3)c(C)nc2c1,.,-7.8,7.7,4.2,7.4,-2.1,-0.7,7.3,0.2
Cc1cccc(OCC(O)CNC(=O)c2ccccc2C(=O)O)c1 (configuration not stated),-2.4,-9.2,12.2,1.1,2.3,-1.9,-2.2,5.3,-0.4
CCOc1ccc(S(=O)(=O)NCCC(=O)NCC(c2cccs2)N(C)C)cc1 (configuration not stated),-0.4,17.7,-6.3,-2.3,-2.5,-3.9,-1.7,-1.9,1.4
CCCCN1CNC(=S)N(c2ccc(C(=O)OCC)cc2)C1,.,-26.9,8.6,-4.6,-23.7,1.4,0.3,2.0,-3.3
Cc1nn(Cc2ccccc2Cl)c(C)c1C(=O)Nc1nnc(C2CC2)s1,2.8,-21.9,8.3,0.0,-3.7,-3.7,2.2,6.2,-0.4
S=c1[nH]nc(C2CCCCC2)n1/N=C/c1ccco1,-1.2,-7.1,10.4,1.3,-1.0,-3.8,0.8,3.0,0.7
Cc1cc(NC(=O)c2cnn3c(C(F)(F)F)cc(-c4ccccc4)nc23)no1,-0.7,6.8,15.9,-1.7,-10.0,-0.7,0.2,-2.2,1.2
CC1(C)N=C(c2cccc(F)c2)C(=O)N1,-0.5,-2.5,7.1,2.3,.,-0.7,0.1,.,-0.7
O=C(COC(=O)c1cc(S(=O)(=O)N2CCOCC2)ccc1O)Nc1ccc2c(c1)OCO2,0.8,-2.7,2.5,4.5,6.1,0.6,1.2,5.4,0.3
O=C(Cn1[nH]c(=O)c2ccccc2c1=O)OCC(=O)N(Cc1ccccc1)Cc1ccccc1,0.3,18.0,3.0,1.1,5.8,-2.5,.,7.4,1.1
CNC(=O)N1c2ccccc2CCc2ccccc21,1.6,-18.2,-6.8,4.0,-3.6,-2.7,-1.9,13.0,-1.6
Cc1ncc([N+](=O)[O-])n1S(=O)(=O)c1cc(Cl)ccc1Cl,-0.6,?,-7.1,-8.3,-67.0,-3.0,2.7,3.8,-0.3
Cc1ccc(OCCSc2nc3ccccc3n2CCC(=O)O)cc1,-1.1,-8.8,5.5,-1.9,-4.7,-0.2,1.0,2.4,-2.7
O=C(NCc1ccco1)c1ccc(CS(=O)Cc2ccc(Cl)cc2)o1 (configuration not stated),4.1,-4.6,-0.8,-1.9,9.9,-2.4,-0.1,-6.4,0.1
Cc1ccc(CN2CCN(Cc3cnn(-c4ccc(Cl)cc4)c3)CC2CCO)o1 (configuration not stated),.,-3.1,-1.2,-2.7,-4.1,0.2,1.0,1.6,-0.8
CN(Cc1ccccc1)C(=O)c1ccc(NC(=O)Cc2cccc(NC(=O)C3CCN(C(=O)C4CCCC4)CC3)c2)cc1,0.7,-4.0,-9.4,-1.1,-2.2,-8.5,0.3,-4.5,0.2
CC(=O)c1cc(C#N)c(NCc2ccccc2)nc1C,.,-2.0,13.8,2.9,-4.5,0.2,0.3,7.7,-1.1
O=c1c([N+](=O)[O-])cccn1Cc1cccc(Br)c1,1.9,27.5,4.3,4.9,14.3,-4.0,4.5,-32.4,0.0
CC1=C(C(=O)OC(C)C)C(c2ccncc2)n2ncnc2N1 (configuration not stated),.,-2.1,-5.0,-1.4,0.1,-1.7,-0.8,1.5,-0.5
CC1CCCCN1CC(=O)Nc1sccc1C#N (configuration not stated),0.1,-0.9,-9.8,1.3,1.6,-1.0,1.0,-4.0,0.6
COc1cccc(-c2nc3ccccc3s2)c1O,0.6,-5.0,-3.2,5.6,12.2,-4.6,-0.8,0.8,0.1
CC(=O)Nc1ccc(S(=O)(=O)N2CCCC2C(=O)O)cc1 (configuration not stated),-2.5,-17.0,3.5,1.6,-10.8,0.4,1.9,5.7,-1.5
CC(=O)NC(C)c1cc(F)c2cccnc2c1O (configuration not stated),-1.0,0.9,0.9,-3.1,0.3,-4.0,4.4,7.2,0.1
NC(=O)c1c(NC(=O)c2ccccc2)sc2c1CCCC2,-0.7,-4.2,-1.7,1.8,-9.2,0.5,0.0,1.1,-3.0
C#CCOCCOCCOCCNc1nc(N2CCN(C(=O)Cn3cc(CC(C)O)nn3)CC2)nc(N2CCN(C(=O)[C@H](CCCCN)n3cc(CCCC)nn3)CC2)n1 (some centres not stated),-0.8,-7.2,5.8,1.2,7.9,-0.6,.,-0.4,-1.0
O=[N+]([O-])c1cccc2ccc(/C=C/c3ccc(C(F)(F)F)cc3)nc12,.,-0.7,5.2,-0.2,-1.1,-0.9,0.4,-4.3,0.4
Cc1cc(NC(=O)/C=C/c2ccccc2Cl)no1,.,-2.1,8.5,-1.0,21.9,-2.2,0.6,-1.5,-0.3
COc1ccc(/C=C(\NC(=O)c2ccccc2)C(=O)NCc2ccco2)cc1,-0.4,0.0,-1.1,-0.3,-1.1,-2.3,1.2,-4.2,-0.6
Cc1cc(C(=O)N/N=C/c2ccc(OC(=O)c3ccccc3Br)cc2)n[nH]1,.,-1.9,4.6,2.0,-3.9,0.0,-2.4,2.6,-0.2
